High-throughput results as filed in PubChem.
bovine MsrA act = bovine methionine sulfoxide reductase A activation; purified bovine MsrA, absorbance read-out; activation, % at 10.6 µM; actives 0.3% (n = 360,000); AID 602163; in the data active = activation above about 7.5%;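 note: 0% = vehicle and 100% = reference activator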
E coli Lon inh = E. coli protease La inhibition; P0A9M0; purified E. coli Lon protease, fluorescence polarization; inhibition, % at 7.94 µM; actives 0.42% (n = 360,000); AID 602123; in the data active = inhibition above about 13%, passing the limit was not always enough;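 note: 0% = enzyme with probe and DMSO and 100% = no enzyme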
Rin1 Abl inh = human Rin1-Abl interaction inhibition. TR-FRET Rin1/Abl binding, biochemical. inhibition, % at 7.35 µM. actives 0.4% (n = 360,000). AID 588664; in the data active = inhibition above about 5%, passing the limit was not always enough
Target sequence (P00519 whole entry, looked up): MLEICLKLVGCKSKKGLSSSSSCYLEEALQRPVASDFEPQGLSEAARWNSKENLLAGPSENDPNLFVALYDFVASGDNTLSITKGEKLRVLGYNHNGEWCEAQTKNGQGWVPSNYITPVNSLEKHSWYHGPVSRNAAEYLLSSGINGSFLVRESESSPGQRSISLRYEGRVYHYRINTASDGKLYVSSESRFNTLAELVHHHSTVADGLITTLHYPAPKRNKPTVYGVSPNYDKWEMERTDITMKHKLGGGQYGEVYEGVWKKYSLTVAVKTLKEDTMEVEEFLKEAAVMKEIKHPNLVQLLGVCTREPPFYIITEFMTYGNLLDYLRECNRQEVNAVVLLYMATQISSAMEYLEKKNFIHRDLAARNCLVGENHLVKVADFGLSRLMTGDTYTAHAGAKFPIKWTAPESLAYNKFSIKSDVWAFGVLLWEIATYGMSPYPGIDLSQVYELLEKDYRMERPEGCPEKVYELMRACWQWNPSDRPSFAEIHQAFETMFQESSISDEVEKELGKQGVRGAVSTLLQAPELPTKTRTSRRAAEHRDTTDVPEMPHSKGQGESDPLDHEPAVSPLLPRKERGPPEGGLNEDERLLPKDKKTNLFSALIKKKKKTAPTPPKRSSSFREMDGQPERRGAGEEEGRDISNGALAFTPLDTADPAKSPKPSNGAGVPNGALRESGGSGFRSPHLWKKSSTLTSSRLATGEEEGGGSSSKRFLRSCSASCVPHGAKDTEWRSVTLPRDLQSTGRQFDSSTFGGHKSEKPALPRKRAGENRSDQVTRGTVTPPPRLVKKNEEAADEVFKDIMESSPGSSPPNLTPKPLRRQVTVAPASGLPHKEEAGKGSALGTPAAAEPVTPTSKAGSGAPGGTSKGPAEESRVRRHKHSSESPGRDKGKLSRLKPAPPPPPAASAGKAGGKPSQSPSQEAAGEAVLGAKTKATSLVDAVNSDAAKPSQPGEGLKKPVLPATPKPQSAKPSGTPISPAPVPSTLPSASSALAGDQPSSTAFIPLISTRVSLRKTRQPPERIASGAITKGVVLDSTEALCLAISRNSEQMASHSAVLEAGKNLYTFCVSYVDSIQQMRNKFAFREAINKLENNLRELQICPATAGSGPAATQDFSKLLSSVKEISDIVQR
Target sequence (Q13671 whole entry, looked up): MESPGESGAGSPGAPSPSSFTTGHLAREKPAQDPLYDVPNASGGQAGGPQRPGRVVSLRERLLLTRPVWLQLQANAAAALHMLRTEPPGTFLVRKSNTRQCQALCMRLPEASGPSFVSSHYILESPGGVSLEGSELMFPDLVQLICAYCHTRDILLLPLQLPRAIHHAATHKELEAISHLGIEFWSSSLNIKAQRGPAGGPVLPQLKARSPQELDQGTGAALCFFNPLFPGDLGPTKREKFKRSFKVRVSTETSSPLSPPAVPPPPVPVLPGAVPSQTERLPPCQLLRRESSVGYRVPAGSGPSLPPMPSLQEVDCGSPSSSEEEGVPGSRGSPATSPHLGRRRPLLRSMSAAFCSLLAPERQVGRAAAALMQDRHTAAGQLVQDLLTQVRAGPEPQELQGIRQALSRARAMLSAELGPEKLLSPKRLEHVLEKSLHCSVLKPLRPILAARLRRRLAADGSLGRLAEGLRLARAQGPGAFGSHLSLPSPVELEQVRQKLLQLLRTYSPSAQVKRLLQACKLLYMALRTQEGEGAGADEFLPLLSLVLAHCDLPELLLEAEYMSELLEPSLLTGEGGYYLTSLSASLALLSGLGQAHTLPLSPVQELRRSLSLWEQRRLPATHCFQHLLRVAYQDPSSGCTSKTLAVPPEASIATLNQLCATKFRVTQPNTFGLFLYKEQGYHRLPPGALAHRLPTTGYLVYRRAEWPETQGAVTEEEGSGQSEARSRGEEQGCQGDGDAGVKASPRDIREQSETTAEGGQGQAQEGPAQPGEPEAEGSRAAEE
TbMetRS inhib = Trypanosoma brucei MetRS inhibition; purified T. brucei MetRS, ATP depletion, Kinase-Glo luminescence; inhibition, % at 11.9 µM; actives 0.4% (n = 360,000); AID 624268;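 active = inhibition above a per-plate cutoff of the control wells' mean inhibition plus 3 SD, cut at about 5.5% in these data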;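 note: 0% = DMSO wells median and 100% = median of wells with control inhibitor compound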
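Dosing: 11.9 µM single point; system: parasite MetRS enzyme; technique: luminescence of leftover ATP; times: 15 min enzyme-compound preincubation, 2 h reaction, 10 min detection, 25 °C; replicates: each compound tested once; read-out basis: percent inhibition relative to median high and low control wells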
Neddylation inh = cullin neddylation inhibition; P61081+Q13564; TR-FRET cullin neddylation, biochemical; actives 0.58% (n = 360,000); calls only at 25 µM; AID 651699; in the data active = inhibition above about 36%
MLLE-PAM2 inh = blocks PAM2 peptide binding to the PABP1 MLLE domain. P11940. GST-MLLE / FITC-PAM2 fluorescence polarization. inhibition, % at 20 µM. actives 0.36% (n = 360,000); in the data active = inhibition above about 35%, passing the limit was not always enough;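 note: plate controls were DMSO wells with GST-MLLE for no effect and wells lacking GST-MLLE protein for full effect; some results filed as inactive read as strong as hits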
FAS TE block = FAS thioesterase (human) inhibition; actives 0.67% (n = 360,000); P49327; inhibition, % at 15 µM; AID 602261; recombinant FAS-TE, OMFH fluorogenic substrate, fluorescence endpoint;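 active = compounds whose normalised, plate-corrected inhibition of enzyme fluorescence in the single-dose primary screen is 50% or more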;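 note: 0% = DMSO with enzyme and 100% = substrate without enzyme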
CSN inh = inhibitors of human CSN-mediated cullin deneddylation. Q92905. actives 0.38% (n = 360,000). inhibition, % at 12.5 µM. Purified CSN, SCF-Nedd8-OG deneddylation, fluorescence polarization. AID 651999;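 active = pattern-corrected inhibition above about 35%, with an unprinted fluorescence ratio check between 0.5 and 1.5, limit read from the data, passing the limit was not always enough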;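 note: 0% = enzyme with substrate and 100% = substrate without enzyme; some results filed as inactive read as strong as hits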
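Assay system: Purified human Csn5 enzyme expressed in HEK293T cells | Amount: Enzyme 0.24 nM | Measured by: Fluorescence polarization readout | Medium: Tris/NaCl/DTT buffer, pH 7.5 | Compound dosing: One concentration, 12.5 µM, 0.25% DMSO | Times: 90 min incubation of compound, enzyme and substrate at room temperature | Control set: no-enzyme wells high, enzyme-with-substrate wells low | Read-out: % inhibition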
MsrA inhibitor = inhibits bovine methionine sulfoxide reductase A; inhibition, % at 15.5 µM; actives 0.75% (n = 360,000); purified bovine MsrA, absorbance read-out; in the data active = inhibition above about 4.5%;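 note: 0% = vehicle wells with enzyme and 100% = reference inhibitor wells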
Active calls of the source: *; i = inactive; x = no result given.

1) CCCCNc1c(-c2cc3ccccc3o2)nc2nc(C)cc(C)n12
2) CCCn1c(C(C)Nc2nc(-c3ccc(Cl)c([N+](=O)[O-])c3)cs2)nc2cc(Cl)c(N3CCCCC3)cc21 (centres undefined)
3) COc1ccccc1NC(=O)CSc1nnc(-c2ccccc2)o1
4) O=C(Nc1cccc(C(=O)N2CCN(c3cccc(Cl)c3)CC2)c1)c1ccccc1
5) O=C(NCc1ccncc1)C1CCN(S(=O)(=O)c2cc(Cl)ccc2Cl)CC1
6) CC1CCCN(S(=O)(=O)CCNC(=O)c2ccc3c(c2)OCO3)C1 (centres undefined)
7) Cc1ccccc1-n1nc2c(c1NC(=O)c1ccco1)CS(=O)(=O)C2
8) Cc1cc(C)n2c(SCc3nnc(-c4cccs4)o3)nnc2n1
9) Cc1nc(/C(N)=N/OC(=O)c2c(-c3ccccc3Cl)noc2C)cs1
10) CC1CCCC(C)N1C(=O)COC(=O)c1ccc(S(=O)(=O)N(C)c2ccccc2)cc1 (centres undefined)

Assay by compound,1,2,3,4,5,6,7,8,9,10
Rin1 Abl inh,x,2,1,3,3,0,-1,3,-1,2
Neddylation inh,i,i,i,i,i,i,i,x,i,i
bovine MsrA act,-7,-3,-1,-3,1,-3,-6,-8,-4,-6
MLLE-PAM2 inh,x,-109,-5,-8,-3,0,-7,2,-4,0
MsrA inhibitor,2.6,x,-0.1,1.3,1.3,-0.1,-0.8,x,1.3,2.7
FAS TE block,0,21,3,37,-1,-3,-2,-11,-6,15
CSN inh,11,6,2,5,5,-2,4,-2,-4,1
TbMetRS inhib,-1.2,-0.2,-0.8,-0.2,-0.4,0.0,-0.9,-0.7,-0.4,-0.2
E coli Lon inh,-23,-4,-4,11,-4,-7,-10,-5,-9,-12

11) Cc1nn(C(=O)c2cccc([N+](=O)[O-])c2)c(C)c1Cl
12) COCCn1nc2cc(C(=O)NCC34CC5CC(CC(C5)C3)C4)ccc2c1OC
13) COc1ccccc1N(C)S(=O)(=O)c1ccc(C(=O)NC2CCCCC2)cc1
14) COc1ccc(NS(=O)(=O)c2ccc3c(c2)OCCO3)cc1OC
15) CCc1ccc(NC(=O)/C(C#N)=C/c2cn(CC(=O)O)c3ccccc23)cc1
16) O=C(NCc1ccc(-c2csnn2)cc1)C1CC1
17) O=C(NCCCN=C1NS(=O)(=O)c2ccccc21)c1ccncc1
18) COCCCn1c(=O)/c(=C\c2ccc(OC(F)F)c(OC)c2)s/c1=C(/C#N)C(=O)NCCOC
19) CCN(CC(=O)Nc1ccc2c(c1)OCCO2)CC(=O)Nc1ccc2c(c1)OCO2
20) COc1ccc(-c2csc(NC(=O)c3cccc(N4C(=O)CCC4=O)c3)n2)cc1C

Assay by compound,11,12,13,14,15,16,17,18,19,20
Rin1 Abl inh,2,1,4,-1,1,-1,1,0,-7,-2
Neddylation inh,i,x,i,i,i,i,i,i,i,i
bovine MsrA act,1,-4,-3,-4,-4,-2,-9,-2,-4,-4
MLLE-PAM2 inh,-8,0,-6,6,0,-3,12,-123,0,0
MsrA inhibitor,1.2,-1.5,-1.3,0.5,2.5,0.7,-1.6,-1.1,-0.1,-0.4
FAS TE block,1,-8,9,0,2,-7,-9,-18,-5,14
CSN inh,2,-4,1,0,-2,-1,-6,57*,-5,2
TbMetRS inhib,-0.3,0.2,-0.2,0.1,-0.5,-0.4,-0.6,-1.1,0.2,-0.3
E coli Lon inh,-2,3,-2,-3,-5,-8,-7,-2,-7,16

21) CC(=O)NCCNc1nc(NC(C)C)nc2cc(-c3ccccc3)sc12
22) CC(C)/C(C=O)=C(/NC1CCCCC1)c1ccccc1
23) CCCc1c(-c2cccc(Cl)c2)ncn1Cc1cccc(-c2ccccc2)c1
24) CC1CCc2sc(C(=O)NCc3ccccn3)cc2C1 (centres undefined)
25) C/C(CC(=O)Nc1c(C)cc(C)cc1C)=N\NC(=O)Cc1ccccc1
26) O=C(CCN1C(=O)c2cccc3cccc(c23)C1=O)Nc1ccon1
27) Cc1ccsc1C(=O)OCC(=O)NCc1ccc2c(c1)OCO2
28) CC1CN(C(=O)CCC(=O)N2CCN(c3ccccn3)CC2)c2ccccc2O1 (centres undefined)
29) CC(C)n1c(-c2ccncc2)n[nH]c1=S
30) O=C(CCC1CCCN(C(=O)c2ccc3[nH]ccc3c2)C1)N1CCN(c2ccccn2)CC1 (centres undefined)

Assay by compound,21,22,23,24,25,26,27,28,29,30
Rin1 Abl inh,-8,-3,x,-2,4,-6,4,3,4,6
Neddylation inh,i,i,i,i,i,i,i,i,i,i
bovine MsrA act,1,0,x,-1,-11,-4,-8,-3,-7,-7
MLLE-PAM2 inh,10,6,x,-1,2,11,6,-4,11,0
MsrA inhibitor,-0.3,-0.1,0.1,0.9,-0.9,2.2,-0.8,-0.1,-1.4,0.1
FAS TE block,-3,13,x,2,-2,-3,-5,-4,-14,-7
CSN inh,0,19,4,-1,0,0,-2,1,6,5
TbMetRS inhib,1.9,0.0,-0.9,-0.5,-1.1,-1.0,-1.4,-0.1,-0.7,-1.1
E coli Lon inh,-3,1,x,-15,3,-8,0,-12,7,11

31) COc1ccccc1CN(Cc1cc2cc3c(cc2[nH]c1=O)OCCO3)Cc1nnnn1Cc1ccco1
32) Cc1[nH]nc(Nc2ccccc2)c1[N+](=O)[O-]
33) c1ccc2c(c1)CC(CN1CCNCC1)O2 (centres undefined)
34) Cc1cc(C(=O)NC2CCCc3c2cnn3-c2cccc(C)c2C)n(C)n1 (centres undefined)
35) COCCn1nnnc1CN1CCOCC1
36) CCNC(=O)C1(C)CCCN(Cc2ccc(-c3ccccc3)o2)C1 (centres undefined)
37) COc1ccc(-n2c(-c3ccc(Br)cc3)c[n+]3c2CCc2ccccc2-3)cc1
38) CCCCNC(=O)CCC(=O)N1CCN(C(c2ccccc2)c2ccccc2)CC1
39) CCCCOc1ccc(C(=O)NCC(=O)NCCOc2ccccc2)cc1
40) Cc1c(C(=O)Nc2nc3ccccc3[nH]2)oc2ccccc12

Assay by compound,31,32,33,34,35,36,37,38,39,40
Rin1 Abl inh,-3,-5,1,0,-2,-2,0,1,2,-4
Neddylation inh,x,i,i,i,i,i,i,i,i,i
bovine MsrA act,-1,-2,-3,-1,-3,-2,-5,0,0,-2
MLLE-PAM2 inh,7,-9,-2,2,5,2,20,4,8,-44
MsrA inhibitor,2.1,1.9,-0.9,-0.1,-0.1,-1.0,-0.3,-0.4,0.6,1.7
FAS TE block,0,-7,-7,-4,-10,-2,-11,0,-2,-1
CSN inh,0,0,-4,2,-1,-10,0,-6,-1,2
TbMetRS inhib,0.9,-0.1,-0.6,0.1,-0.4,0.0,-0.8,-0.2,-0.4,-0.3
E coli Lon inh,3,-2,-3,-20,-7,1,-1,-10,8,-14

41) O=C(O)C1C2C=CC(O2)C1C(=O)NCc1ccc(Cl)cc1 (centres undefined)
42) Cc1cc(C)c2c3c(oc2n1)C(=O)N(c1cccc(Cl)c1)CC(=O)N3
43) O=c1cc(N2CCc3ccccc32)[nH]c(=O)n1-c1ccc(Cl)cc1
44) COc1ccc(C(=O)NC(=S)N2CCCC2)cc1
45) CC(C)(C)c1ccc(OCCOc2ccc(C(C)(C)C)cc2NC=O)c(NC=O)c1
46) Cc1ccccc1OCCC(=O)N(CC(=O)Nc1ccccc1C(F)(F)F)Cc1ccco1

Assay by compound,41,42,43,44,45,46
Rin1 Abl inh,-1,-2,-1,-2,3,4
Neddylation inh,i,i,i,i,i,i
bovine MsrA act,-3,-3,-5,-7,2,-5
MLLE-PAM2 inh,-4,9,8,-32,0,-3
MsrA inhibitor,-0.3,1.9,0.5,1.5,0.0,-0.5
FAS TE block,-7,0,-4,-4,20,18
CSN inh,-1,0,7,-1,2,1
TbMetRS inhib,-0.4,-0.6,-0.3,-0.6,0.3,-0.4
E coli Lon inh,-8,-4,0,-6,3,-2

Filtered by structure: those above with a furan ring, fused or not.
1) CCCCNc1c(-c2cc3ccccc3o2)nc2nc(C)cc(C)n12
7) Cc1ccccc1-n1nc2c(c1NC(=O)c1ccco1)CS(=O)(=O)C2
31) COc1ccccc1CN(Cc1cc2cc3c(cc2[nH]c1=O)OCCO3)Cc1nnnn1Cc1ccco1
36) CCNC(=O)C1(C)CCCN(Cc2ccc(-c3ccccc3)o2)C1 (centres undefined)
40) Cc1c(C(=O)Nc2nc3ccccc3[nH]2)oc2ccccc12
42) Cc1cc(C)c2c3c(oc2n1)C(=O)N(c1cccc(Cl)c1)CC(=O)N3
46) Cc1ccccc1OCCC(=O)N(CC(=O)Nc1ccccc1C(F)(F)F)Cc1ccco1

Assay by compound,1,7,31,36,40,42,46
Rin1 Abl inh,x,-1,-3,-2,-4,-2,4
Neddylation inh,i,i,x,i,i,i,i
bovine MsrA act,-7,-6,-1,-2,-2,-3,-5
MLLE-PAM2 inh,x,-7,7,2,-44,9,-3
MsrA inhibitor,2.6,-0.8,2.1,-1.0,1.7,1.9,-0.5
FAS TE block,0,-2,0,-2,-1,0,18
CSN inh,11,4,0,-10,2,0,1
TbMetRS inhib,-1.2,-0.9,0.9,0.0,-0.3,-0.6,-0.4
E coli Lon inh,-23,-10,3,1,-14,-4,-2

This is a random part of the collection, and some 4% of all compounds hit somewhere here.
